Source: PubChem BioAssay
LYP inhibition = inhibitors of LYP phosphatase, biochemical, fluorescence intensity, uHTS (AID 1779); recombinant LYP phosphatase, fluorescence intensity; higher % means a stronger effect; 290,000 compounds, 0.054% hits; one-dose inhibition, % at 11.5 µM; IC50 in µM for titrated hits; in the data active means inhibition above about 50%;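 further: plate controls were vehicle with enzyme for no effect and no enzyme for full effect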
GPR35 antagonists = inhibition of zaprinast-stimulated GPR35 beta-arrestin translocation – imaging, U2OS, beta-arrestin-GFP, zaprinast agonist, primary screen (AID 2058); U2OS GPR35 beta-arrestin-GFP translocation imaging, zaprinast antagonism; higher % means a stronger effect; 290,000 compounds, 0.052% hits; one-dose inhibition, % at 10 µM; IC50 in µM for titrated hits;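 active means inhibition of at least 50% with at least 30 cells and total cytoplasm GFP at most 10,000,000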
SIAH1 antagonists = Siah-1 peptide-binding antagonists, primary screen, biochemical, fluorescence polarization, rhodamine-plectin, uHTS (AID 1817). Siah-1 / rhodamine-plectin peptide fluorescence polarization; higher % means a stronger effect. one-dose displacement, % at 20 µM; IC50 in µM for titrated hits. 290,000 compounds, 0.02% hits;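 active means displacement of at least 50% at 20 µM, with a fluorescence ratio check between 0.3 and a set limit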;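 further: plate controls were Siah plus tracer with DMSO for no effect and tracer alone without Siah for full effect; strong numbers were not always called active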
GPR55 antagonists = inhibition of LPI-stimulated GPR55 beta-arrestin translocation – imaging, U2OS, beta-arrestin-GFP, LPI agonist, primary screen (AID 2013); 290,000 compounds, 0.13% hits; U2OS GPR55 beta-arrestin-GFP translocation imaging, LPI antagonism; higher % means a stronger effect; inhibition, % at 10 µM, or IC50 in µM where a hit was titrated;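 active means spots per cell inhibited over 60%, with over 100 cells counted and total cytoplasm intensity under 500,000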;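 further: U2OS cells stably carrying GPR55 and arrestin-GFP stimulated by 5 µM LPI near EC80; imaged beta-arrestin-GFP aggregate spots per cell after agonist stimulation; plate controls were LPI-stimulated DMSO wells for no effect and DMSO wells without LPI for full effect; some results filed as inactive read as strong as hits; confirmed hits need IC50 under 10 µM and bright autofluorescent wells are also inconclusive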
HIV fusion peptide = inhibitors of HIV fusion peptide binding, primary screen, biochemical, uHTS, fluorescence dequenching (AID 1986); cell-free peptide binding, fluorescence dequenching, 30 min; higher % means a stronger effect; inhibition, % at 20 µM, or IC50 in µM where a hit was titrated; 290,000 compounds, 0.3% hits; in the data active means inhibition mostly above about 52%, no sharp cut-off; inactive means mostly below about 76%; further: some results filed as inactive read as strong as hits
Myeloid diff 2 = promotes myeloid progenitor differentiation | ER-HoxA9 myeloid progenitors, lysozyme-GFP differentiation, flow cytometry | calls only at 10 µM | 360,000 compounds, 1% hits | AID 624256;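 active means normalized GFP-positive differentiation at or above the plate's own cutoff, the solvent-only control mean plus 3 SD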;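 further: cells exposed to compound for four days before flow analysis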
NTR1 ag = NTR1-driven beta-arrestin-GFP spot formation – imaging, U2OS cells, high content, primary screen (AID 493036) | 330,000 compounds, 0.17% hits | activation, % at 20 µM | agonist mode;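 active means activation at or above 40% of the spot to cytoplasm intensity ratio, with at least 20 cells analyzed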;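 further: 0% = DMSO without peptide and 100% = 100 nM NTR1 peptide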
Target sequence (P30989 whole entry, looked up): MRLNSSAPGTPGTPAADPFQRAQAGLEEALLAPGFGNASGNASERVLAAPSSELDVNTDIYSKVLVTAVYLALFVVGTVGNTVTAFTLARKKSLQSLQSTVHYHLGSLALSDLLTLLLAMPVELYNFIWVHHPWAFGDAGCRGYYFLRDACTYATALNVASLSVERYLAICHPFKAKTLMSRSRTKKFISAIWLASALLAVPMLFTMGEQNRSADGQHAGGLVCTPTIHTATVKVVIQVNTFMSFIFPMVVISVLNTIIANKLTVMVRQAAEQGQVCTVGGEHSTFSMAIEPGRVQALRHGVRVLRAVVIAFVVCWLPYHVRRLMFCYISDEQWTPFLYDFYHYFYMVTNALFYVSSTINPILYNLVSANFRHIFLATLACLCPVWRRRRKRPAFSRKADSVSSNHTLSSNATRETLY
PhoP inhibition = inhibitors of PhoP regulon expression, primary screen, Salmonella Typhimurium, GFP reporter (AID 1863) | S. Typhimurium PhoP-regulated promoter GFP reporter, 4 h; higher % means a stronger effect | inhibition, % at 50 µM; hits with a dose series show IC50 in µM | 300,000 compounds, 0.16% hits;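 active means inhibition over 29.93%, a cutoff 3 SD above the screen mean, later confirmed by dose response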;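 further: 0% = low Mg2+ inducing control and 100% = high Mg2+ repressing control; strong numbers were not always called active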
Rac1 GTP hydrolysis = MgcRacGAP GTPase-activating activity inhibitors, confirmation, biochemical, ADP Hunter fluorescence; AID 624330; inhibition, % at 30 µM; hits with a dose series show IC50 in µM; MgcRacGAP-stimulated Rac1 GTP hydrolysis, ADP Hunter fluorescence; higher % means a stronger effect; GST-tagged Rac1 F28L mutant substrate; 340,000 compounds, 0.6% hits;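 active means first-screen hits whose inhibition reached a set limit at any dose in the follow-up dose series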;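 further: fluorescence reports GDP produced by GAP-driven GTP hydrolysis; strong numbers were not always called active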
NTR1 ag cell count 20 µM = also measured in NTR1 ag; calls as there; cell count; measured here: cell count, cytotoxicity flag
Myeloid diff 2 GFP+ MAC1+ % = second read-out of Myeloid diff 2, no call of its own (marks repeat the call); GFP+ MAC1+ double positive, %; measured here: differentiation confirmed by MAC1 staining
An asterisk follows results filed as active; i = inactive; / = no result given; + = active, no number.

SMILES	LYP inhibition	GPR35 antagonists	SIAH1 antagonists	GPR55 antagonists	HIV fusion peptide	Myeloid diff 2	Myeloid diff 2 GFP+ MAC1+ %	NTR1 ag	NTR1 ag cell count 20 µM	PhoP inhibition	Rac1 GTP hydrolysis
CC1Cc2ccccc2N1CC(=O)NC(=O)NC(C)(C)C (centres undefined)	-5%	-11%	24%	12%	-2.3%	i	1.2	0.2	53	3%	5%
O=c1[nH]c2cc3c(cc2cc1C(c1nnnn1C1CCCC1)N1CCCc2ccccc21)OCCO3 (centres undefined)	2%	11%	3%	-4%	0.2%	i	0.5	/	/	/	8%
C#CCOCCOCCOCCNc1nc(N2CCN(C(=O)[C@H](CCCCN)n3cc(CCCC)nn3)CC2)nc(N2CCN(C(=O)[C@H](CCCCN)n3cc(CCCC)nn3)CC2)n1	-6%	-7%	4%	3%	2.0%	i	1.5	-0.2	62	-1%	6%
COc1ccc(CC(NC(C)=O)C(=O)N2CCN(C(=O)Nc3ccc(Cl)cc3)CC2)cc1OC (centres undefined)	-9%	12%	-4%	6%	-0.7%	i	0.5	0.4	76	-3%	2%
O=C(NC1CCN(C(=S)Nc2ccccc2Cl)CC1)C1CCCCC1	-6%	2%	-8%	0%	-1.3%	i	0.3	-0.7	47	1%	1%
CCc1ccc(C(=O)NC(C(=O)O)C(C)C)cc1 (centres undefined)	-6%	14%	3%	16%	-3.5%	i	1.0	1.8	89	8%	9%
CCOC(=O)c1ccc(S(=O)(=O)N2CCN(CC(=O)NC(=O)NC(C)(C)C)CC2)cc1	-2%	-11%	0%	3%	-1.1%	i	1.8	1.2	77	-9%	6%
O=C(CSc1ncc(C(F)(F)F)cc1Cl)N1CCN(S(=O)(=O)c2ccccc2)CC1	-7%	12%	1%	-6%	0.3%	/	/	0.8	37	-3%	3%
COc1ccc2[nH]c(O)c(N=NC(=N)N)c2c1	1%	15%	-1%	2%	2.9%	i	0.6	-0.1	58	5%	10%
Brc1ccc(COc2ncnc3ccccc23)cc1	0%	-4%	4%	14%	0.6%	i	0.1	1.7	29	0%	6%
COc1ccc(C(=O)CSC2=NS(=O)(=O)c3cc(Cl)ccc3N2)cc1	/	/	/	/	/	i	0.3	0.1	55	-4%	9%
CCN(CC)C(=O)COC(=O)c1ccc(C)c(NC(=O)c2ccco2)c1	-1%	-7%	-2%	1%	1.4%	i	0.5	0.4	25	0%	10%
Cc1ccccc1N1C(=O)CC2(CCCC2)CC1=O	-10%	-6%	5%	-2%	2.6%	i	0.4	1.0	61	0%	-4%
CC(=O)Nc1ccccc1-c1nc2ccccc2nc1OCC(=O)c1ccc(Br)cc1	1%	-8%	3%	-2%	-1.9%	i	9.4	2.1	54	-9%	9%
Cc1ccc(SCCC(=O)Nc2ccc(OCc3ccccc3)cc2)cc1	-6%	-3%	1%	11%	-1.3%	i	0.2	4.9	61	7%	7%
CCc1ccc(CN(C)CC(O)COc2cccc3ccccc23)cc1 (centres undefined)	-4%	-9%	2%	-6%	0.5%	i	0.2	4.4	35	-8%	17%
CCOC(=O)Cn1nc(NC(=O)c2ccc(C(=O)OC)cc2)cc1C	-10%	5%	-1%	-9%	-2.1%	/	/	1.5	66	-5%	10%
Cc1cc(NC(=O)CCCSc2nc(-c3ccco3)cc(C(F)(F)F)n2)n(-c2ccccc2)n1	23%	-5%	14%	9%	20%	i	1.9	4.2	56	-9%	20%
CCc1ccccc1NC(=O)Nc1cccn(Cc2ccc(F)cc2)c1=O	-1%	-10%	3%	9%	4.0%	i	0.2	-0.7	29	4%	5%
O=[N+]([O-])c1ccc(C[n+]2cccc3c4ccccc4ccc32)cc1	-7%	-10%	4%	6%	1.4%	i	2.6	-1.3	48	-2%	5%
CCOc1ccc(C(O)c2nccn2Cc2ccccc2)cc1 (centres undefined)	-6%	6%	4%	9%	0.0%	i	0.8	-0.6	58	8%	6%
O=C(COc1ccccc1-c1ccccc1)NCc1ccco1	-4%	1%	-3%	1%	-1.6%	i	0.5	1.4	48	0%	/
O=C1NC(=S)S/C1=C\c1cc2ccccc2nc1N1CCCCC1	7%	0%	16%	6%	64%	i	0.6	0.8	50	-25%	-11%
Cn1cc(S(=O)(=O)Nc2ccc(OC(F)(F)F)cc2)c(=O)n(C)c1=O	-2%	9%	-6%	17%	-0.8%	i	0.7	1.4	63	9%	0%
Cc1ccc(-c2ccc(=O)n(Cc3c(F)cccc3Cl)n2)cc1	-3%	5%	4%	-2%	-2.4%	i	0.3	12	78	14%	-27%
O=C(Nc1nnc(-c2ccc3c(c2)CCCC3)o1)C1COc2ccccc2O1 (centres undefined)	0%	0%	-8%	3%	4.5%	i	1.6	-0.7	94	-6%	14%
COc1ccccc1CN1C(=O)CN(C2CCCC2)C(=O)C1c1ccc(F)cc1 (centres undefined)	-9%	7%	-3%	28%	3.6%	+	2.5*	-1.9	70	10%	-5%
CN1CCN(S(=O)(=O)c2cnccc2N2CCN(c3cccc(Cl)c3)CC2)CC1	-3%	-4%	4%	-2%	25%	i	0.8	-0.9	53	-2%	9%
COc1ccc(N2CCN(S(=O)(=O)c3cccs3)CC2)cc1	6%	-8%	3%	-2%	1.3%	i	2.0	-0.7	83	0%	13%
CCCCOc1ccc(N2C(=O)CC(N(CCc3ccccc3)C(=O)/C=C/C(=O)O)C2=O)cc1 (centres undefined)	8%	4%	8%	12%	22%	i	0.2	-1.5	47	-9%	10%

3 of these compounds, reformatted:
Order of results: LYP inhibition	GPR35 antagonists	SIAH1 antagonists	GPR55 antagonists	HIV fusion peptide	Myeloid diff 2	Myeloid diff 2 GFP+ MAC1+ %	NTR1 ag	NTR1 ag cell count 20 µM	PhoP inhibition	Rac1 GTP hydrolysis
COc1ccccc1CN1C(=O)CN(C2CCCC2)C(=O)C1c1ccc(F)cc1 (centres undefined)
→ -9%	7%	-3%	28%	3.6%	+	2.5*	-1.9	70	10%	-5%
CN1CCN(S(=O)(=O)c2cnccc2N2CCN(c3cccc(Cl)c3)CC2)CC1
→ -3%	-4%	4%	-2%	25%	i	0.8	-0.9	53	-2%	9%
COc1ccc(N2CCN(S(=O)(=O)c3cccs3)CC2)cc1
→ 6%	-8%	3%	-2%	1.3%	i	2.0	-0.7	83	0%	13%

The list goes on:
SMILES	LYP inhibition	GPR35 antagonists	SIAH1 antagonists	GPR55 antagonists	HIV fusion peptide	Myeloid diff 2	Myeloid diff 2 GFP+ MAC1+ %	NTR1 ag	NTR1 ag cell count 20 µM	PhoP inhibition	Rac1 GTP hydrolysis
CCOC(=O)Cc1csc(NC(=O)COc2ccc(C)cc2)n1	-3%	-4%	-3%	9%	1.4%	i	0.3	-1.0	48	-10%	7%
CCC(=O)N1CCc2cc(OC)c(OC)cc2C1COc1ccc(OC)cc1 (centres undefined)	-1%	12%	-2%	9%	-0.1%	i	0.3	0.9	52	-3%	5%
CCCC(=O)N(CCN1CCOCC1)c1nc2cc(C)c(C)cc2s1	0%	5%	3%	-20%	-0.1%	i	0.7	1.8	61	-8%	10%
O=C(NCCc1cccs1)C1CC(c2ccccc2F)=NO1 (centres undefined)	-5%	-1%	10%	3%	0.5%	i	0.9	-2.2	96	2%	10%
COc1ccc(OC)c(-n2cc3c(=O)n(C)c(=O)n(C)c3c2)c1	-8%	4%	18%	5%	-1.0%	i	1.6	0.8	52	-3%	11%
CC1(C)CC(NC(=O)c2ccccc2)CC(C)(C)N1	-8%	0%	12%	10%	0.2%	i	0.0	0.5	90	-5%	4%
CN1CCN(S(=O)(=O)c2ccc(NC(=O)c3ccc(Br)s3)cc2)CC1	-6%	5%	4%	-3%	0.5%	i	4.6	1.7	59	-7%	3%
CCc1c(C)sc2nc(C(C)C)nc(SCC(=O)N3CCc4ccccc4C3)c12	-1%	23%	2%	26%	-3.1%	/	/	18	45	-1%	/
CCOC(=O)c1c(C)c(C(=O)NC(C)COC)c(C)n1CC (centres undefined)	0%	-5%	2%	13%	-1.5%	i	5.9	2.4	58	-10%	2%
Cc1ccccc1OCc1nnc(SCC(=O)O)n1-c1cccc(Cl)c1	-8%	6%	12%	5%	6.8%	i	0.9	-0.3	52	4%	-2%
Cn1c(CCNC(=O)c2ccccc2Cl)n[nH]c1=S	3%	-4%	7%	7%	-1.8%	i	0.9	-0.1	50	-8%	-52%
O=C(COC(=O)CCCNC(=O)c1ccc(Cl)cc1)Nc1cc(Cl)ccc1Cl	-3%	8%	15%	0%	2.5%	i	1.3	-0.1	42	-27%	-9%
COc1cc(NC(=O)c2ccccc2)c(OC)cc1NC(=O)Cc1ccccc1	-6%	-3%	-4%	-9%	-2.1%	i	0.2	0.5	77	-1%	8%
CCOc1ccc(C(=O)/C=C/c2ccccc2C(F)(F)F)cc1	-5%	2%	5%	27%	1.1%	i	2.2	4.1	58	-6%	8%
O=C(Cc1ccc(-n2cnnn2)cc1)NC12CC3CC(CC(C3)C1)C2	-2%	0%	0%	-11%	-1.2%	i	0.4	0.5	63	-5%	11%
CCOCC(O)CNC(=O)c1ccc(OC2CCN(C(=O)c3cccnc3)CC2)cc1 (centres undefined)	-6%	-2%	0%	0%	-2.8%	i	0.6	0.4	75	-6%	-4%
O=C(c1cc(C2CC2)on1)N1CCCC(N2CCN(c3ccc(F)cc3)CC2)C1 (centres undefined)	-7%	11%	-7%	2%	-2.0%	i	0.3	-0.8	62	5%	8%
Cc1cc(C)cc(N2CC(c3nc4ccccc4n3C)CC2=O)c1 (centres undefined)	1%	-10%	5%	10%	0.9%	i	2.2	1.2	43	8%	7%
CCOC(=O)c1ccc(NS(=O)(=O)c2ccc3c(c2)CCCN3C(C)=O)cc1	-3%	12%	-5%	-1%	-1.0%	i	0.8	-0.5	68	-6%	8%
CC(NC(=O)CCCCCCN1C(=O)c2ccccc2C1=O)c1ccc2c(c1)CCCC2 (centres undefined)	15%	-6%	0%	4%	-0.5%	i	0.5	3.7	51	-22%	-1%
CCCCn1c(N)c(N(CCOC)C(=O)C2CC(=O)N(c3cccc(SC)c3)C2)c(=O)[nH]c1=O (centres undefined)	/	/	/	/	/	i	0.9	-0.8	74	8%	3%
CCNC(=O)C(=O)N/N=C/c1cc([N+](=O)[O-])ccc1O	-1%	22%	-1%	-7%	5.4%	i	0.0	-2.3	72	13%	11%
CCOC(=O)C1CCCN(Cc2ccccc2OCC)C1 (centres undefined)	2%	0%	0%	11%	0.0%	i	0.8	-2.3	54	-3%	18%
CC(C)O/C(=N\S(=O)(=O)c1ccc(Cl)cc1)c1ccccc1	0%	-8%	0%	4%	0.4%	i	4.9	0.2	56	-10%	7%
CCOc1ccccc1CN1CCNC(=O)C1CC(=O)NCc1nccn1CC (centres undefined)	-6%	-20%	2%	0%	1.3%	i	0.8	0.6	63	-5%	4%
